# Assay outcomes: PubChem, National Center for Advancing Translational Sciences (NCATS)
# IL-1B inflam inh: inhibitors of inflammasome signaling (IL-1 beta secretion); hit rate 4.7% among 360,000; activity change, % at 57.5 µM; THP-1 LPS/ATP IL-1B secretion, AlphaLISA, 16 h; hits give low values; AID 743279; in the data active means activity change below about -50%; inconclusive means mostly about -30% to -49%; further: on the % scale 0 is the no-effect control and ±100 the full control effect
#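 THP-1 cells pretreated 1 hr with compounds (up to 57.5 uM final), then stimulated with LPS (250 ng/mL final) plus ATP (1.25 mM final); secreted IL-1B measured by AlphaLISA after 16 hr, decreased signal indicating inhibition.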
# HT1080-NT tox: kills 2HG-producing HT-1080-NT fibrosarcoma cells; HT-1080-NT fibrosarcoma viability, CellTiter-Glo ATP luminescence, 48 h; hit rate 1.6% among 360,000; Potency, µM (top dose mostly 46.1 µM), for the others: at the highest dose activity, negative = less viability, usual class: cytotoxic;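 further: NT is the 2HG producing partner of a matched IDH1 knockdown line; potency means the concentration at half of the fitted maximal effect; 0% = DMSO-treated cells and -100% = media-only wells without cells; nearly all actives have a fitted effect of over 55% in size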
#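 A 48-hour cytotoxicity screen used HT-1080-NT cells plated 2 hours before compound delivery. ATP-based CellTiter-Glo luminescence measured viability, normalized to DMSO and no-cell controls.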
# MCF10A rerep: inducers of DNA re-replication in MCF 10A breast cells; AID 624296; hit rate 2.9% among 350,000; Potency, µM (highest dose often 46.1 µM), for inactives: top-dose activity, positive = re-replication, actives largely listed as activators; MCF 10A DNA re-replication, Hoechst nuclear intensity, 48 h; further: potency means the concentration at half of the fitted maximal effect; % of control where 0% means no effect; nearly all actives have a fitted effect of over 50% in size
# SW480 rerep: DNA re-replication induction in SW480 cells; SW480 DNA re-replication, Hoechst DNA content imaging, 48 h; Potency, µM (series often up to 46.1 µM), for the others: at the highest dose re-replication activation, hits mostly activators; hit rate 1.8% among 340,000; AID 624297; further: potency means the concentration at half of the fitted maximal effect; % of control where 0% means no effect; nearly all actives have a fitted effect of over 55% in size
#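 Readout is total intensity of Hoechst-stained nuclei, excited at 405 nm and collected at 500-530 nm. Compound treatment lasted 48 hr at 37 C in 5% CO2 before staining.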
# KB-V1 MDR tox: KB-V1 MDR subline cytotoxicity | AID 1347076 | Potency, µM (doses to about 46.1 µM), for the others: at the top dose activity change, negative = cytotoxicity, hits mostly cytotoxic | hit rate 3.4% among 400,000 | KB-V1 MDR cells viability, CellTiter-Glo, 72 h; further: potency means the concentration at half of the fitted maximal effect; on the % scale 0 is the no-effect control and ±100 the full control effect; nearly all actives have a fitted effect of over 60% in size
#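 Potencies derive from concentration-effect curves fitted to normalized luminescence (CellTiter-Glo) of KB-V1 cells treated for 72 h at 37 degrees C in phenol-red-free DMEM containing 10% FBS.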
# KB-3-1 cytotox: KB-3-1 parental cell cytotoxicity; AID 1347075; Potency, µM (titrated, usually from 46.1 µM), for the others: at the top dose activity change, negative = cytotoxic, usual class: cytotoxic; KB-3-1 viability, CellTiter-Glo ATP luminescence, 72 h; hit rate 1.4% among 400,000; further: potency means the concentration at half of the fitted maximal effect; on the % scale 0 is the no-effect control and ±100 the full control effect; nearly all actives have a fitted effect of over 60% in size
#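 Using CellTiter-Glo luminescence, growth of non-resistant KB-3-1 adenocarcinoma cells is assessed 72 h after pin-tool compound addition at 37 °C. Normalized responses across the concentration series yield fitted curves.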
# WRN inhibitor: inhibitors of human WRN helicase. Q14191. WRN helicase unwinding, fluorescent forked duplex, kinetic. Potency, µM (top dose mostly 114 µM), without a hit: top-dose activity change, negative = inhibition, hits mostly inhibitors. hit rate 0.46% among 360,000; further: potency means the concentration at half of the fitted maximal effect; on the % scale 0 is the no-effect control and ±100 the full control effect; nearly all actives have a fitted effect of over 55% in size
#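 Primary qHTS, 1536-well format. 20 nM WRN + compound, 15 min RT; start with 100 nM forked fluorophore/quencher duplex, 2 mM ATP (final); kinetic read ex 525/em 598 nm.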
# HT1080 IDH1KD tx: toxicity to HT-1080 IDH1 knockdown cells (counter line); hit rate 2% among 360,000; Potency, µM (titrated, usually from 46.1 µM), without a hit: at the top dose activity, negative = toxicity, actives largely listed as cytotoxic; HT-1080 IDH1 knockdown viability, ATP luminescence, 48 h;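 further: potency means the concentration at half of the fitted maximal effect; 0% = DMSO wells and -100% = cell-free medium wells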
#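 After a 2 h attachment period, IDH1KD HT-1080 cells took pin-transferred compound for 48 h at 37 °C; ATP-based luminescence after 10 min room-temperature reagent incubation reported viability.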
# ATXN2 expr inh: ATXN2 expression inhibition. HEK-293 ATXN2-luciferase reporter, luminescence, 24 h. Potency, µM (doses to about 57 µM), for inactives: at the top dose activity change, negative = inhibition, hits mostly inhibitors. hit rate 0.72% among 360,000; further: potency means the concentration at half of the fitted maximal effect; on the % scale 0 is the no-effect control and ±100 the full control effect; nearly all actives have a fitted effect of over 55% in size
#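 ATXN2-luciferase reporter cells (luciferase flanked by upstream and downstream ATXN2 gene portions) were treated 24 h at 37 °C with compounds at up to 57 uM. SteadyGlo luminescence gave expression; GF-AFC fluorescence gave viability.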
# An asterisk follows results filed as active; ? = inconclusive; nt = not tested or not shown; & = joins results of further samples; [ ] = remark or other dose. Unless noted, the call rests on the fitted dose curve; in most records, active means well fitted curve in the direction sought with a large enough effect; inconclusive means small, poorly fitted or top-dose-only effect, or another doubt; inactive means no such curve, though single readings can be large; an effect the other way counts as inactive or inconclusive.
SMILES	IL-1B inflam inh	HT1080-NT tox	MCF10A rerep	SW480 rerep	KB-V1 MDR tox	KB-3-1 cytotox	WRN inhibitor	HT1080 IDH1KD tx	ATXN2 expr inh
CCN1CCN(C(=O)c2ccccc2Nc2ccc(SC(F)F)cc2)CC1	?	-11.0%	15.7%	-9.1%	9.6%	-3.2%	-5.6%	-9.4%	-22.1%
COc1cc(C)ccc1S(=O)(=O)NC(=O)C1(C)CCN1C(=O)Cc1ccc(C(C)(C)C)cc1 (configuration not stated)	0.0	0.7%	nt	nt	17.3%	0.0%	-2.9%	0.0%	0.3%
CCCCCC(=O)N1CCN(c2ccc(C(C)=O)cc2F)CC1	22.5	0.0%	7.8%	-10.4%	8.8%	8.2%	5.5%	8.3%	1.5%
CC(=O)OCC=C1CCC2C3CC(C)C4=CC(=O)CCC4(C)C3C(O)CC12C (configuration not stated)	-8.1	-0.4%	12.6%	-2.3%	?	-19.4%	4.8%	-16.1%	-25.5%
COC(=O)c1cccc(COC(=O)c2ccc(CS(=O)(=O)c3ccc(C)cc3)cc2)c1	40.6	1.7%	13.6%	-8.8%	-14.8%	?	-3.3%	-15.5%	nt
CCCCCCCCCOC(=O)C[n+]1csc(CCO)c1C	-18.9	4.3%	6.2%	-33.0%[inhibitor]	6.1%	-11.4%	7.6%	0.4%	17.4%
CN1CCN(S(=O)(=O)c2ccc(Cl)c3ccccc23)CC1	2.4	-15.3%	8.3%	-17.8%	-10.8%	-21.0%	4.3%[57.1 µM]	-10.5%	-16.0%
COc1cc(/C=N/NC(=O)c2ccc(NC(=O)C3CC3)cc2)ccc1OC(C)=O	-0.3	12.4%	14.5%	-3.1%	nt	nt	-11.3%	4.6%	-2.1%
CCOc1ccc(NC(=O)CN(C)C(=O)CCCc2nc3ccccc3c(=O)[nH]2)cc1OCC	11.4	2.9%	11.0%	1.1%	-0.6%	-8.3%	-13.2%	3.4%	6.5%
Cc1ccc(Cn2ccc(NC(=O)c3nn(C)cc3[N+](=O)[O-])n2)cc1	-100.6*	?	13µM*	11.6µM*	10.3µM*	?	6.8%	?	19.5%
COC(=O)c1ccc(CN2CCCC(C(=O)c3cc(F)ccc3OC)C2)cc1 (configuration not stated)	0.0	-5.1%	?	-24.4%	?	-15.3%	4.3%	-6.1%	-23.5%
COc1ccc(-c2ccc(CCC(=O)O)n2NC(=O)c2ccc(O)cc2)cc1	-3.3	0.7%	-3.3%	-3.0%	-20.4%	0.1%	2.0%	-2.4%	nt
O=C(CCSc1nc(-c2ccco2)cc(C(F)(F)F)n1)N1CCN(c2ccccn2)CC1	?	2.7%	?	-0.5%	?	1.7%	-9.8%	-4.0%	-11.8%
Cc1cc(/C=C(\C#N)C(=O)NCc2ccccc2)cc(C)c1O	-6.5	2.4%	-4.0%	-8.6%	?	4.0%	5.0%	15.3%	11.2%
O=C(CSc1nnc(NC(=O)c2c(F)cccc2F)s1)NCC1CCCO1 (configuration not stated)	20.7	4.0%	0.3%	?	5.1%	4.0%	-8.9%	2.4%	-0.5%
CC1=NN(C(=O)CCc2ccc3c(c2)OCO3)C(O)(C(F)(F)F)C1 (configuration not stated)	44.0	5.4%	-6.1%	-4.6%	22.4%	6.2%	-2.7%	8.9%	-2.4%
CN(Cc1nccn1C)C(=O)c1ccc(OC2CCN(CCc3ccccc3)CC2)cc1	4.4	-5.4%	4.3%	2.3%	nt	nt	-31.0%	-3.7%	-14.0%
Cc1ccsc1C(=O)OCC(=O)c1cc(C)n(CC2CCCO2)c1C (configuration not stated)	33.5	-3.0%	0.3%	10.7%	-26.1%	-1.9%	-3.2%	1.2%	?
NN/C(=C\[N+](=O)[O-])Nc1ccccc1	14.0	-1.8%	-1.7%	-6.4%	5.2%	-3.1%	-14.8%	1.8%	18.7%
O=C(Nc1cccc2ccccc12)c1ccc(OC(=S)N2CCOCC2)cc1	7.2	?	?	-9.9%	?	?	-18.9%[57.1 µM]	?	19.7%
COc1ccccc1OCC(=O)NNC(=O)CCCC(=O)NNC(=O)COc1ccccc1OC	-1.6	5.4%	-1.1%	-10.6%	20.7%	-1.1%	1.4%	11.3%	nt
Cc1cccc(NC(=O)NCc2cccnc2)c1C	2.9	3.8%	12.9%	60.0%	-0.1%	6.9%	-3.5%	1.7%	7.0%
O=C(NCC1CCCCC1)c1cc(-c2cc(F)ccc2OCC2CCCO2)n[nH]1 (configuration not stated)	-56.3*	?	nt	nt	-1.7%	0.0%	-2.8%	?	?
O=C(O)CCc1nc2cc(Cl)ccc2n(Cc2ccccc2)c1=O	0.0	4.6%	-3.6%	2.8%	-0.5%	13.5%	8.3%	1.6%	-19.3%
COC(=O)C(Cc1ccccc1)NC(=O)CNC(=O)c1ccc(Br)o1 (configuration not stated)	0.0	1.1%	-5.7%	-7.7%	?	21.4%	-5.8%	-7.4%	-4.4%
C=CC[N+]1(CC#Cc2ccccc2)CCCC1	36.3	4.6%	12.7%	1.8%	9.7%	?	10.9%	-0.6%	2.8%
COc1ccccc1-c1ccc2c(c1)C(C)(Cc1cccc(F)c1)C(=O)N2 (configuration not stated)	42.0	?	nt	nt	20.6µM*	?	-2.0%[57.1 µM]	?	?
O=C(NCC(=O)N(c1ccc2c(c1)OCO2)C(C(=O)NC1CCCC1)c1ccncc1)c1ccco1 (configuration not stated)	21.5	0.6%	-28.0%	-6.8%[9.22 µM]	9.1%	?	-30.0%	-5.8%	7.5%
CC(C)CN1CCNC(=O)C1CC(=O)NCCc1cnn(-c2ccccc2)c1 (configuration not stated)	9.5	13.1%	-3.9%	-3.1%	-0.3%	13.1%	-17.9%	19.0%	10.5%
CC1CCCCN1C/C=C/c1ccccc1[N+](=O)[O-] (configuration not stated)	32.1	1.1%	-2.8%	-4.6%	?	5.2%	7.0%	-20.9%	-5.4%
CCN(CC)c1ccc(C(=O)NNC(=O)CNC(=O)c2cccs2)cc1	-7.7	0.2%	-4.3%	-1.5%	?	-13.5%	3.8%	-4.2%	nt
CCc1nc2ccccc2c(C(=O)O)c1C	68.6	13.3%	-2.6%	-0.9%	2.5%	7.3%	-0.9%	11.8%	-3.3%
COc1ccc(NC(=S)N2CCC(c3nc4ccccc4[nH]3)CC2)c(OC)c1	-2.7	-2.3%	-4.4%	3.2%	-17.1%	-1.0%	-4.1%	7.0%	-4.6%
CCCC(=O)N(Cc1cc(=O)[nH]c2ccccc12)c1ccc(C)cc1	-14.9	-1.5%	0.4%	-3.3%	-3.4%	5.6%	0.6%	-3.6%	-5.6%
Cc1ccccc1NC(=O)c1ccccc1NC(=O)c1ccco1	-1.7	-5.2%	18.2%	-2.7%	-13.0%	-3.5%	-5.6%	-5.0%	-5.4%
CCCCCC(=O)NNC(=O)c1ccc(-c2ccccc2)cc1	-12.6	9.7%	1.1%	0.2%	-27.1%	-15.8%	-7.6%	20.7%	0.4%
O=c1[nH]c2ccc([N+](=O)[O-])cc2nc1/C=C(\O)c1ccccc1	48.7	?	5.7%	-36.6%[inhibitor]	2.4%	31.8%	2.3%	7.3%	nt
COc1ccc(-c2nc(NC(=O)c3[nH]c(C)c(C(C)=O)c3C)sc2C)cc1	-81.8*	?	?	26.7%	?	5.7%	-30.1%	?	-9.4%
COc1ccc(CNC(=O)c2ccc3c(=O)n(CCCN4CCCC4=O)c(=S)[nH]c3c2)cc1	-0.4	0.4%	-0.4%	1.3%	2.5%	-7.1%	-1.5%	-5.6%	-18.9%
O=C(CSc1nc2c([nH]c3ccccc32)c(=O)n1-c1cccc(Cl)c1)N1CCOCC1	12.3	?	?	?	-14.1%&1.2%	-6.4%&1.3%	-9.3%	?	?
COc1cccc(CNC(=O)[C@@H]2CCCN2C(=O)[C@H]2CCCCN2)c1	48.6	6.0%	nt	nt	-0.1%	16.1%	-3.3%	11.5%	-4.5%
CC(C)c1nc(SCC(=O)Nc2ccc(N(C)C)cc2)c2ccccc2n1	-21.9	-29.2%	?	?	?	?	-3.7%	?	-30.2%
COc1cccc(NS(=O)(=O)c2ccc(S(=O)(=O)N3CCOCC3)cc2)c1	18.4	2.1%	5.6%	-4.2%	-7.7%	?	3.8%	-7.4%	2.1%
O=C(CCc1ccccc1)Nc1nccs1	-3.7	6.8%	-3.0%	-2.9%	0.0%	-0.3%	6.6%	12.9%	nt
CCCCn1c(NCc2ccc(OC)cc2O)nc2ccccc21	-17.7	-9.5%	nt	nt	-24.7%&-2.3%	-12.9%&-9.9%	5.2%	-8.5%	?
O=C(Cc1c(F)cccc1Cl)NNC(=O)c1ccccc1Cl	10.1	3.8%	11.1%	-14.4%	-1.3%	-0.9%	3.1%	-0.6%	3.1%
COc1ccc(S(=O)(=O)N2CCOCC2)cc1N=Nc1sc(N)nc1-c1ccccc1	?	-21.1%	12.7%	7.2%	-27.9%	21.4%	-2.7%	-28.7%	-17.8%
Cc1nn(C)c(C)c1/C=N/NC(=O)c1csc2ccccc12	0.0	1.4%	-17.9%	-5.8%[9.22 µM]	2.2%	-0.1%	-5.4%	-14.2%	16.5%
CC(=O)N1CCCc2cc(S(=O)(=O)N3CCCC3)ccc21	25.7	-1.3%	0.9%	-14.5%	14.5%	6.9%	-5.0%	11.2%	-5.5%
Cc1ccc(S(=O)(=O)NCCNC(=O)c2ccccc2)cc1	4.7	-0.7%	-3.2%	-2.4%	-7.5%	2.4%	3.8%	1.2%	-9.9%

# Compounds were not picked by outcome, and some 12% of all compounds hit somewhere here.
